# TNF necrop inh = inhibitors of TNF-alpha triggered necroptosis, primary screen, cell-based, Jurkat FADD-/-, single concentration; Jurkat FADD-/- TNF necroptosis rescue, ATP luminescence, 24 h; 0 = TNF only, 100 = no-TNF cells; activation (protection from cell death), % at 10 µM; 0.068% of 220,000 active; AID 463075, 2010;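 active = activation, meaning protection from cell death, of at least 50% relative to plate controls; inactive = activation below 50%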;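 note: necroptosis triggered by 40 ng/mL TNF-alpha added together with compound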
# EP2 mod = EP2 receptor modulators, cAMP readout, primary screen, cell-based, HTRF cAMP, PGE2 stimulation; Prostaglandin E2 receptor EP2 subtype (Homo sapiens), P43116; EP2-expressing cells, cAMP HTRF FRET, PGE2 co-stimulation; induction, % at 25 µM; 0.83% of 260,000 active; AID 940, 2007;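 active = compounds whose cAMP rise, as percent of the full-agonist control response, exceeds 60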;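 note: rat C6 glioma line stably carrying human EP2 under a CMV promoter; the protocol text gives 20 µM as final concentration; 100% = response of wells given 1 µM PGE2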
# PERK inhibitor = block of dimerizer-induced PERK translation repression, primary screen, PERK inhibitor project, CHO PERK-DD cells, SEAP luminescence, HTS | 0.17% of 220,000 active | inhibition, % at 5.6 µM | Eukaryotic translation initiation factor 2-alpha kinase 3 (Homo sapiens), Q9NZJ5 | CHO PERK-DD fusion, SEAP luminescence translation reporter;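 active = inhibition above the mean inhibition of all tested compounds plus 3 SD, set separately per screening campaign, cut at about 2.9% in these data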;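 note: PERK kinase domain activated by AP20187 dimerizer at 100 nM; 0% = DMSO with dimerizer and 100% = rapamycin at 8.4 µM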
# zVAD death inh = inhibitors of zVAD-triggered necroptosis, primary screen, L929 cells; AID 1377, 2008; 0.38% of 220,000 active; viability rescue, % at 10 µM; L929 zVAD necroptosis rescue, ATP luminescence, 24 h; with zVAD 60 µM;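 active = activation, scaled between plate controls, above about 75%, limit read from the data; inactive = activation under that limit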;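 note: 0% = zVAD with DMSO and 100% = DMSO alone without zVAD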
# Runt-CBFb FRET = inhibitors of RUNX1 Runt–CBFb binding, primary screen, biochemical, FRET, Cerulean-Runt, Venus-CBFb, uHTS | Cerulean-Runt/Venus-CBFb FRET ratio 530/480, 1 h | inhibition, % at 20 µM | 0.46% of 220,000 active | AID 1496, 2009;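 active = inhibition over about 50% at 20 µM in the single-dose screen, limit read from the data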;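 note: 0% = DMSO wells and 100% = excess unlabeled CBFb competitor control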
#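 Assay system: Cerulean-Runt domain / Medium: Tris 50 mM pH 7.5, KCl, K2SO4, 0.01% BSA / Timing: protein complex preformed 1 h, compound exposure 1 h, room temperature, dark / Measured by: FRET, excitation 422 nm, emission at 530 and 480 nm / Evaluation: loss of energy transfer signal / Control set: 5 µM unlabeled CBFb as full-inhibition high control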
# Hck-Nef inh = inhibitors of Nef-activated human Hck kinase, primary screen, biochemical, Z-Lyte FRET, 384-well, Hck-YEEI; Tyrosine-protein kinase HCK (Homo sapiens), P08631; Recombinant Hck-YEEI plus Nef, Z-Lyte FRET kinase assay; 0.68% of 220,000 active; inhibition, % at 20 µM; AID 463187, 2010;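 active = Hck-Nef kinase inhibition above about 50%, limit read from the data; inactive = inhibition below that limit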;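 note: 0% = DMSO with Hck plus Nef and 100% = Hck alone without Nef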
# Target sequence (P08631 whole entry, looked up): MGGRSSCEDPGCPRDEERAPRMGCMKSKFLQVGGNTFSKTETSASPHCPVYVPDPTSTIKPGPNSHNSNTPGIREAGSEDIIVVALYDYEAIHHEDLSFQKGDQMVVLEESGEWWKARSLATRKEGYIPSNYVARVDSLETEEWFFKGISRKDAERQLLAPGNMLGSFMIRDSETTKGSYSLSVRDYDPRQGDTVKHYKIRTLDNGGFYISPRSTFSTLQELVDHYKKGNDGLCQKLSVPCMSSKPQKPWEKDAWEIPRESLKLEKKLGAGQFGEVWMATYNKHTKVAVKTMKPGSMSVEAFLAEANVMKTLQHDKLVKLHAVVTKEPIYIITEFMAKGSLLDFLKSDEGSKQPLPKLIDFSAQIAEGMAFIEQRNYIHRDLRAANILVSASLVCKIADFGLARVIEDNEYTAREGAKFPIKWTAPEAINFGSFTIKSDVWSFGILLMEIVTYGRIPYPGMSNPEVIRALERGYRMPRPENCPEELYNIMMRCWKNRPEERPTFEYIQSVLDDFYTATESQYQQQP
# RBBP9 inh = human RBBP9 inhibitors, primary screen, biochemical, fluorescence polarization, FP-Rh probe, HTS. Serine hydrolase RBBP9 (Homo sapiens), O75884. recombinant RBBP9. inhibition, % at 7.94 µM. 0.2% of 220,000 active;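 active = inhibition above the campaign mean of all tested compounds plus 3 SD, cut at about 14% in these data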;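 note: plate controls were DMSO wells with RBBP9 for no effect and wells lacking RBBP9 protein for full effect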
# Target sequence (O75884 whole entry, looked up): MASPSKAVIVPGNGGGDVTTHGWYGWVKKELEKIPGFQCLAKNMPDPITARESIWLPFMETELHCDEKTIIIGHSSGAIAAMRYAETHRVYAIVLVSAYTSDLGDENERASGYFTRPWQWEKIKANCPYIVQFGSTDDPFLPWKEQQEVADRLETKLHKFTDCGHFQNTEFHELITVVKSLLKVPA
#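 Measured by: FP readout at 525/598 nm; material: recombinant human RBBP9; also added: Serine-hydrolase probe FP-Rh, 375 nM pre-mixing; medium: Tris buffer pH 8.0, NaCl, Pluronic; replication: one well per compound; doses: one concentration, 7.94 µM nominal, 0.794% DMSO; timing: preincubation 30 min plus labeling 45 min at 25 °C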
# EP2 antag = human EP2 receptor antagonists, primary screen, TR-FRET cAMP, C6 glioma cells | Prostaglandin E2 receptor EP2 subtype (Homo sapiens), P43116 | C6 glioma cells expressing human EP2; cells stimulated with saturating PGE2 | inhibition, % at 25 µM | 0.52% of 260,000 active;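 active = percent inhibition above 40 after rounding to a whole number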;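 note: rat C6 glioma host cells with rolipram phosphodiesterase inhibitor present; the protocol text gives 20 µM as final concentration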
# Runt-SMMHC FRET = inhibitors of RUNX1 Runt–CBFb-SMMHC binding, primary screen, biochemical, FRET, Cerulean-Runt, Venus-CBFb-SMMHC, uHTS; Runt-related transcription factor 1 (Homo sapiens) + Core-binding factor subunit beta …; Cerulean-Runt/Venus-CBFb-SMMHC FRET ratio 530/480, 1 h; inhibition, % at 20 µM; 0.74% of 220,000 active; AID 1434, 2008;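 active = mean inhibition across duplicate retests at 20 µM reaching about 50%, limit read from the data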;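 note: 0% = DMSO wells and 100% = wells with excess untagged CBFb-SMMHC; inhibitors lower the FRET ratio by blocking Runt binding to CBFb-SMMHC; some results filed as inactive read as strong as hits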
# Active calls of the source: *; . = not tested or not shown; & = joins results of further samples. An excerpt, so the mix of outcomes need not match the whole.
SMILES,TNF necrop inh,EP2 mod,PERK inhibitor,zVAD death inh,Runt-CBFb FRET,Hck-Nef inh,RBBP9 inh,EP2 antag,Runt-SMMHC FRET
CC(OC(=O)c1cc(S(=O)(=O)Nc2ccc(F)cc2)ccc1Cl)C(=O)Nc1ccc2c(c1)OCCO2 (stereo unspecified),0.6,-17,0.9,2.3,0,3,-7,8,0
CN1CCN(NC(=O)c2ccc(Cl)c([N+](=O)[O-])c2)CC1,1.5,-8,0.7,1.3,2,2,6,17,-1
CC(C)=CC(=O)Nc1nnc(C(C)C)s1,-0.2,-33,0.5,0.0,.,1,-1,11,1
Cn1c(CCNC(=O)c2ccccc2)nc2ccccc21,-1.1,15,0.5,-0.4,-1,12,1,9,5
O=C1CNC(=S)N1Cc1ccccc1,0.5,1,1.1,0.1,1,25,-9,5,0
CCN(CC)C(=O)CN(c1cccc([N+](=O)[O-])c1)S(=O)(=O)c1ccccc1,0.1,0,0.0,0.0,-2,25,-7,3,2
Nc1ccn(Cc2ccccc2)n1,3.7,21,1.0,0.2,0,-2,8,1,4
CCOc1ccc(C2CC(=O)NC(SCC(=O)OC)=C2C#N)cc1 (stereo unspecified),12,-4,0.1,1.3,0,3,-4,8,1
COC(=O)c1cc(S(=O)(=O)N(C)C2CCCCC2)oc1C,-1.6,3,-0.2,0.3,0,10,-6,9,1
CCN(CC)CCN1C(=O)C(=O)/C(=C(/O)c2ccc(C)cc2)C1c1ccncc1 (stereo unspecified),-1.8,0,0.9,-0.1,-1,0,-14,9,0

# Brought forward from above: two entries; new compounds follow.
SMILES,TNF necrop inh,EP2 mod,PERK inhibitor,zVAD death inh,Runt-CBFb FRET,Hck-Nef inh,RBBP9 inh,EP2 antag,Runt-SMMHC FRET
COC(=O)c1cc(S(=O)(=O)N(C)C2CCCCC2)oc1C,-1.6,3,-0.2,0.3,0,10,-6,9,1
CCN(CC)CCN1C(=O)C(=O)/C(=C(/O)c2ccc(C)cc2)C1c1ccncc1 (stereo unspecified),-1.8,0,0.9,-0.1,-1,0,-14,9,0
CC1CCCN(c2ccc(C(=O)OCC(=O)N3c4ccccc4Sc4ccccc43)cc2[N+](=O)[O-])C1 (stereo unspecified),2.7,12,-0.1,1.8,1,1,-3,4,2
Cc1cc(-c2ccccc2N)n[nH]1,-2.5,29,1.4,0.6,-1,1,5,14,-9
CCn1ncc(Br)c1C(=O)Nc1ccn(C23CC4CC(CC(C4)C2)C3)n1,1.2,18,1.5,0.5,0,7,-9,1,2
COC(=O)NC1CCC(CC2CCC(NC(=O)OC)CC2)CC1 (stereo unspecified),-0.5,15,0.2,-0.2,.,0,-5,16,-2
O=C(Cc1cccs1)N/N=C\c1ccc(O)cc1,-1.4,8,-0.9,-0.3,-1,-5,-2,8,3
CC(=O)c1ccc(NC(=O)Cn2c3ccccc3c3nc(=O)cc(C)n32)cc1,4.3,4,-0.2,0.6,0,-1,-7,9,-4
CN(C)/C=C/C(=O)c1ccc(Cl)cc1Cl,-0.6,21,-0.2,2.8,-1,-9,1,8,0
O=[N+]([O-])c1ccc(NCc2ccccn2)nc1,6.9,2,0.9,0.9,0,0,2,4,-1
COc1ccc(CNC(=O)c2csc(Cc3ccc(OC)cc3)n2)cc1,-4.6,-12,0.0,0.4,-4,2,-3,14,-1
Cc1cc(N2C(=O)c3ccccc3C2=O)n(C)n1,4.2,12,0.7,1.0,2,6,-8,12,26
COc1ccc(NC(=O)CC(c2ccc(F)cc2)c2ccc(OC(C)C)cc2)cc1 (stereo unspecified),2.0,-6,-0.8,0.0,-3,4,-5,4,7
O=C(c1ccccc1)n1nnc2ccccc21,0.9,22,-0.1,0.6,2,0,5,5,2
COc1ccc(Nc2nc(C)cc(=O)[nH]2)cc1,1.1,7,0.2,-0.4,2,-2,-6,8,0
CCCn1c(N)c(C(c2ccc(OC)cc2)N2CCN(c3ccccc3)CC2)c(=O)[nH]c1=O (stereo unspecified),-1.6,2,0.4,0.4,1,1,-11,11,1
CC12CCC(C(=O)Nc3nccs3)(OC1=O)C2(C)C (stereo unspecified),0.5,-9,0.3,0.6,-2,0,-9,4,4
COC(=O)C1=C(C)OC(N)=C(C#N)C1c1ccccc1F (stereo unspecified),-4.8,23,0.5,0.0,2,0,-2,3,2
O=C(/C=C/c1ccc2c(c1)OCO2)c1ccco1,0.5,-9,0.9,-0.1,-6,4,-9,6,-26
Cc1sc2nc(CSc3nnc(Cc4cccs4)n3C3CCCCC3)[nH]c(=O)c2c1C,1.1,9,-0.4,3.1,-10,-1,-10,9,-30
Cc1n(CC(=O)c2ccc(F)cc2)c2ccccc2[n+]1C,0.5,13,1.4,2.9,-1,23,-4,3,0
O=C(COc1ccccc1[N+](=O)[O-])N/N=C/c1cccs1,1.3,-43,0.8,0.2,0,5,-11,8,2

# Reprinted at random: four compounds from above, in no set order.
SMILES,TNF necrop inh,EP2 mod,PERK inhibitor,zVAD death inh,Runt-CBFb FRET,Hck-Nef inh,RBBP9 inh,EP2 antag,Runt-SMMHC FRET
Cc1sc2nc(CSc3nnc(Cc4cccs4)n3C3CCCCC3)[nH]c(=O)c2c1C,1.1,9,-0.4,3.1,-10,-1,-10,9,-30
Cn1c(CCNC(=O)c2ccccc2)nc2ccccc21,-1.1,15,0.5,-0.4,-1,12,1,9,5
CCn1ncc(Br)c1C(=O)Nc1ccn(C23CC4CC(CC(C4)C2)C3)n1,1.2,18,1.5,0.5,0,7,-9,1,2
COc1ccc(Nc2nc(C)cc(=O)[nH]2)cc1,1.1,7,0.2,-0.4,2,-2,-6,8,0

# Next section:
SMILES,TNF necrop inh,EP2 mod,PERK inhibitor,zVAD death inh,Runt-CBFb FRET,Hck-Nef inh,RBBP9 inh,EP2 antag,Runt-SMMHC FRET
CC1(c2ccc(Cl)cc2)NC(=O)N(CC(=O)NC(=O)NCc2ccco2)C1=O (stereo unspecified),-1.1,-6,1.1,0.3,0,2,6,-3,2
Cc1ccnc(N2CCC(C(=O)NNC(=O)c3ccccc3C)CC2)n1,-0.5,17&25,0.3,-0.1,0,-2,-3,2&20,1
COc1ccc(NC(=O)CC(C(=O)O)N2CCCCC2)cc1 (stereo unspecified),0.0,26,1.1,1.3,-1,1,2,.,-1
COC(=O)c1sccc1S(=O)(=O)Nc1ccc(C)cc1,3.8,0,1.3,0.1,0,15,1,3,-1
CC1=CCC(C(=O)O)(C(=O)N/N=C/c2cccs2)C(c2ccc([N+](=O)[O-])cc2)C1 (stereo unspecified),0.6,-18,0.8,0.9,0,5,8,7,-6
O=C(O)CCC1(c2ccccc2)NC(=O)NC1=O (stereo unspecified),2.3,8,2.1,1.0,-2,15,-3,0,1
Cc1c(CN(C)CCc2ccccc2)c(=O)n(-c2ccccc2)n1C,0.7,-6,-0.3,-0.3,0,-2,-10,4,-7
COc1nc(N(C)C)nc(N2CC(=O)N(CCNS(=O)(=O)c3ccc(C)cc3)C2=N)n1,2.1,18,1.6,0.6,2,0,-4,6,-1
Cc1ccc2c(c1)c1nnc(SCC(=O)N3CCN(c4ccc(F)cc4)CC3)nc1n2CC(=O)O,0.5,-13,0.2,1.9,5,0,-2,6,5
CN(c1ccccc1)S(=O)(=O)c1cccc(NC(=O)c2ccncc2)c1,-4.8,-10,0.5,-1.2,1,19,2,7,1
CC(/C=C/c1ccccc1)=N\Nc1ccccc1[N+](=O)[O-],-1.4,-16,1.1,0.5,-3,3,2,7,-3
CCOC(=O)C1CCCN(CC(=O)c2c[nH]c3ccc(C)cc23)C1 (stereo unspecified),1.2,-22,-0.5,0.6,-1,16,-6,7,2
COc1ccc(/C=C(\C#N)C(=O)N=CN(C)C)cc1,0.6,-10,0.1,2.3,0,26,-12,4,-7
CC(c1ccco1)N(Cc1ccco1)C(=O)Nc1ccccc1 (stereo unspecified),-0.8,38,0.3,0.2,1,0,-3,3,-2

# Three entries out of the list, arranged by molecular weight, lowest first.
SMILES,TNF necrop inh,EP2 mod,PERK inhibitor,zVAD death inh,Runt-CBFb FRET,Hck-Nef inh,RBBP9 inh,EP2 antag,Runt-SMMHC FRET
COc1ccc(/C=C(\C#N)C(=O)N=CN(C)C)cc1,0.6,-10,0.1,2.3,0,26,-12,4,-7
COc1ccc(CNC(=O)c2csc(Cc3ccc(OC)cc3)n2)cc1,-4.6,-12,0.0,0.4,-4,2,-3,14,-1
CCCn1c(N)c(C(c2ccc(OC)cc2)N2CCN(c3ccccc3)CC2)c(=O)[nH]c1=O (stereo unspecified),-1.6,2,0.4,0.4,1,1,-11,11,1

# Source: PubChem BioAssay (several laboratories)
